SUMO1 PPI mod = modulators of human SUMO1-mediated protein-protein interactions | P63165 | SUMO1 binding to a labelled peptide, TR-FRET, 1 h | inhibition, % at 20 µM | AID 602429 | hit rate 0.33% among 360,000; in the data active = inhibition above about 37%
Target sequence (P63165 whole entry, looked up): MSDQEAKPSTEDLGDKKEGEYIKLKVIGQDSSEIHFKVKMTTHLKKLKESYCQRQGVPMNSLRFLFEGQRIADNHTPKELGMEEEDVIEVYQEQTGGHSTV
MsrA inh = bovine MsrA inhibition; purified bovine MsrA, absorbance read-out; inhibition, % at 15.5 µM; hit rate 0.75% among 360,000; AID 651718; in the data active = inhibition above about 4.5%;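 note: 0% = vehicle wells with enzyme and 100% = reference inhibitor wells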
CendR NRP1 mod = NRP-1/CendR interaction modulation | O14786 | FAM-RPARPAR peptide binding to NRP-1, fluorescence polarization | inhibition, % at 25 µM | hit rate 0.85% among 360,000;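 active = inhibition or corrected inhibition above about 18%, plus a signal ratio from 0.5 to 1.5, limit read from the data, passing the limit was not always enough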; note: strong numbers were not always called active
DNMT1 inh = blocks human DNA methyltransferase DNMT1 | P26358 | DNMT1 molecular beacon, Hinp1I cleavage, fluorescence | inhibition (reported as % activation of signal), % at 10 µM | hit rate 0.83% among 360,000 | AID 588458; in the data active = inhibition above about 50%
E coli Lon inh = inhibitors of E. coli Lon protease. P0A9M0. purified E. coli Lon protease, fluorescence polarization. inhibition, % at 7.94 µM. hit rate 0.42% among 360,000; in the data active = inhibition above about 13%, passing the limit was not always enough;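 note: 0% = enzyme with probe and DMSO and 100% = no enzyme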
MsrA act = activates bovine MsrA enzyme. purified bovine MsrA, absorbance read-out. activation, % at 10.6 µM. AID 602163. hit rate 0.3% among 360,000; in the data active = activation above about 7.5%;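 note: 0% = vehicle and 100% = reference activator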
TbMetRS inhib = Trypanosoma brucei MetRS inhibition | purified T. brucei MetRS, ATP depletion, Kinase-Glo luminescence | inhibition, % at 11.9 µM | hit rate 0.4% among 360,000 | AID 624268;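 active = inhibition above a per-plate cutoff of the control wells' mean inhibition plus 3 SD, cut at about 5.5% in these data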;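 note: 0% = DMSO wells median and 100% = median of wells with control inhibitor compound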
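System: purified T. brucei MetRS enzyme / Detection: Kinase-Glo luciferase luminescence reporting remaining unconsumed ATP / Medium: HEPES buffer with MgCl2, KCl, DTT, spermine, BSA, pyrophosphatase / Replication: singlicate, one well per compound / Evaluation: percent inhibition relative to median high and low control wells / Schedule: 2 h aminoacylation at 25 °C after 15 min preincubation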
LMPTP block = blocks human LMPTP phosphatase | P24666 | recombinant LMPTP-A, OMFP fluorogenic substrate, fluorescence intensity | hit rate 0.22% among 360,000 | inhibition, % at 20 µM;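 active = compounds that cut the enzyme signal by at least half of the control window in the single-dose screen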;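 note: plate controls were DMSO wells with enzyme plus substrate for no effect and substrate without enzyme for full effect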
Target sequence (P24666 whole entry, looked up): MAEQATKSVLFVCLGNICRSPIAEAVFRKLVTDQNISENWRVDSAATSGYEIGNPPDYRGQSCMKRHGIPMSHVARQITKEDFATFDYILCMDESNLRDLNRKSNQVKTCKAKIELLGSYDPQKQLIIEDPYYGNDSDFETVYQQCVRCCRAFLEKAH
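Assay system: LMPTP-A phosphatase enzyme | Input: 0.625 nM enzyme | Also added: Fluorogenic phosphatase substrate OMFP at 400 µM final | Compound dosing: One test concentration per compound, 20 µM, with 3% DMSO overall | Schedule: 50 min enzyme reaction at room temperature, protected from light | Signal: Fluorescence intensity | Benchmarks: no-enzyme and uninhibited controls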
STEP inh = inhibitors of human striatal-enriched phosphatase STEP. hit rate 0.25% among 360,000. P54829. recombinant STEP, OMFP fluorogenic substrate, fluorescence. inhibition, % at 20 µM;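 active = inhibition at 20 µM, scaled per plate between control wells, above about 37%, limit read from the data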;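 note: 0% = DMSO with enzyme and substrate and 100% = substrate only without enzyme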
Target sequence (P54829 whole entry, looked up): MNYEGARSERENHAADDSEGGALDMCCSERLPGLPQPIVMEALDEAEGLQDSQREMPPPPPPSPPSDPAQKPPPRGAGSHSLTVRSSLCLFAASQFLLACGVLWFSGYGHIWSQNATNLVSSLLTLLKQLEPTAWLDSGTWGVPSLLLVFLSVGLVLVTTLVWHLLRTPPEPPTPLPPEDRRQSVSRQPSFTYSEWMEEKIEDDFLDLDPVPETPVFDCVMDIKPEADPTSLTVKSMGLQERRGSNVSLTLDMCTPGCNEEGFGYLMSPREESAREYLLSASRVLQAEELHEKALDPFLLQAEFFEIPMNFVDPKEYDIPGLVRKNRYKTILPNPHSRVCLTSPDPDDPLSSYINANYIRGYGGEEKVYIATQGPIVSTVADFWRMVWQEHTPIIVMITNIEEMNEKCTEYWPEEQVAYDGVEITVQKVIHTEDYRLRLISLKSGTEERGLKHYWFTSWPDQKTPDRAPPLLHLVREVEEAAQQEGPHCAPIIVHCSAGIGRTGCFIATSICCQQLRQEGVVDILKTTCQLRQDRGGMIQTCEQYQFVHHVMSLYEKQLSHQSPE
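System: isolated STEP enzyme; schedule: 20 min enzyme reaction at room temperature, protected from light; medium: Bis-Tris buffer pH 6.0, 2.5 mM DTT, 0.005% Tween 20; signal: fluorescence, 480/540 nm; dosing: single compound dose of 20 µM, 1% DMSO final; also added: OMFP substrate, 25 µM final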
Scp-1 inhibitor = Scp-1 (human) phosphatase inhibition; Q9GZU7; Recombinant Scp1, phosphopeptide, malachite green phosphate absorbance; hit rate 0.88% among 340,000; inhibition, % at 20 µM; AID 493091;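 active = inhibition above about 50% at 20 µM, limit read from the data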;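 note: plate controls were DMSO wells with enzyme for no effect and wells lacking enzyme for full effect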
Target sequence (Q9GZU7 76-261 limits assumed): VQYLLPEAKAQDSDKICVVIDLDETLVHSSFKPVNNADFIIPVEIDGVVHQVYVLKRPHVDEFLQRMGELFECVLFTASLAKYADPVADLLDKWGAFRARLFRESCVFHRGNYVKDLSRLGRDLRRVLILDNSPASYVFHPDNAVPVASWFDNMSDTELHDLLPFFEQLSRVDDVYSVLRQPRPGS
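Test system: SCP-1 phosphatase catalytic domain, residues 76-261 | Compound dosing: One concentration, 20 µM, with 1.0% DMSO | Schedule: 45 min room-temperature reaction, 5 min colour, 30 min stabiliser | Detection: Absorbance at 630 nm | Read-out basis: % inhibition of SCP-1 phosphate liberation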
Active calls of the source: *; x = not tested or not shown.

SMILES	SUMO1 PPI mod	MsrA inh	CendR NRP1 mod	DNMT1 inh	E coli Lon inh	MsrA act	TbMetRS inhib	LMPTP block	STEP inh	Scp-1 inhibitor
COn1c(-n2nc(C)cc2C)nc2ccccc2c1=O	1	1.4	-2	3	-4	-4	-0.6	-1.0	0	-5
CC(C)Sc1nnc(-c2c[nH]c3ccccc23)n1C	0	1.1	-1	-1	1	-1	1.2	0.1	0	-3
COc1ccc(-c2c(-c3cc(OC)cc(OC)c3)n(C)c3ccc(-c4ccc(OC)nc4)cc23)cc1	6	-0.2	2	3	-12	-3	-0.2	2.4	-1	5
O=C(N/N=C/c1cccnc1)c1ccc(CN2c3cccc4cccc(c34)S2(=O)=O)cc1	-14	0.1	2	-6	-1	-1	-1.2	9.6	-2	-1
O=C1CN(C(=O)c2cccc(S(=O)(=O)N3CCCC3)c2)c2ccccc2N1	2	0.2	-3	-2	8	-3	0.1	-2.6	1	-2
Cc1ccc(Cc2c(-c3ccc(Cl)cc3)nc3cc(C)ccn23)cc1	1	0.6	-5	7	-8	-11	-0.3	4.6	3	x
Cc1ccc(OCc2n[nH]c(=S)n2-c2ccccc2)cc1	1	0.6	14	3	4	4	0.3	0.0	2	7
CC(C)(C)OC(=O)NCC1CCN(S(=O)(=O)Cc2ccccc2)CC1	6	0.2	3	0	1	-2	-0.1	-1.1	-1	-13
COc1ccc(CCN2C(=O)CC(NCCc3ccc(S(N)(=O)=O)cc3)C2=O)cc1OC (stereo not drawn)	-1	0.8	7	0	4	-1	0.1	-1.0	0	-4
CC(C)C[C@H](NC(=O)C1CC(=O)N(c2ccc3c(c2)OCO3)C1)C(=O)NCc1ccco1 (stereo partly drawn)	3	-0.2	-7	30	8	-3	-0.3	5.4	2	5
O=C(NC1CCCCC1)C(c1ccnc2ccccc12)N1CCc2ccccc2C1 (stereo not drawn)	-13	2.8	10	-21	-2	-5	0.3	-0.4	-2	x
O=C(Nc1ccc(Oc2ccccc2)cc1)c1csc([C@@H]2O[C@H](CO)[C@@H](O)[C@H]2O)n1	4	1.0	-1	-3	0	-2	0.1	-1.1	-2	x
CCOC(=O)C1CCCN(C(=O)c2ccc(N(C)C)cc2)CC1 (stereo not drawn)	0	0.5	5	-7	-6	-4	0.0	1.7	-1	x
C=CCN1CC(c2nc3ccccc3n2CCOc2ccccc2)CC1=O (stereo not drawn)	-2	0.7	4	14	-5	-2	0.0	0.1	4	-7
Cc1cc(C)cc(NC(=O)CSc2nc3nc(C)cc(C)n3n2)c1	5	0.1	-5	2	-4	-7	-0.5	0.2	0	-2
CCOC(=O)c1cc(C)n(-n2cnnc2)c1C	6	-0.3	-4	-3	-6	-3	0.6	-0.2	-1	-6
CCOCCCNC(=S)NC1CC2CCC(C1)N2Cc1ccccc1 (stereo not drawn)	2	1.3	-3	0	3	-7	-0.8	0.7	55*	-3
Nc1cc(C(=O)O)ccc1N1CCCCC1	11	-0.1	0	18	-7	1	-0.3	1.3	-4	1
C[C@H]1CN([C@@H](C)CO)C(=O)c2cc(-c3cccc(C(=O)N(C)C)c3)cnc2O[C@H]1CN(C)C(=O)Cc1ccccn1	3	0.1	-14	3	-6	-5	-1.1	-2.2	2	x
Cc1ccc2[nH]cc(CCNC(=O)c3ccc4c(c3)OCO4)c2c1	1	-0.1	11	-8	-13	-2	0.1	-2.1	1	-6
CCN(CC)C(=O)C(C)OC(=O)c1ccc(O)cc1 (stereo not drawn)	-4	0.5	-11	6	4	-14	-0.5	-1.4	-2	-2
Cc1cc(C)nc(NS(=O)(=O)c2ccc(Br)cc2)n1	6	0.6	-5	1	-2	-3	-0.1	-1.7	0	3
CCN(CC)CCOc1nnc(-c2ccc(C)cc2)c2ccccc12	1	0.1	-8	1	-5	2	-0.5	-0.6	-2	-12
CC(SC(C)C(=O)NN=Cc1ccc(F)cc1)C(=O)NN=Cc1ccc(F)cc1 (stereo not drawn)	3	0.0	5	-2	-9	0	-0.2	-1.7	3	-5
O=C(N/N=C/c1ccc(Br)s1)c1cccs1	-21	3.1	1	-2	-1	-4	0.1	1.5	-1	-4

(cont.)
SMILES	SUMO1 PPI mod	MsrA inh	CendR NRP1 mod	DNMT1 inh	E coli Lon inh	MsrA act	TbMetRS inhib	LMPTP block	STEP inh	Scp-1 inhibitor
C=CCN=C(C)C1=C(O)C(C)OC1=O (stereo not drawn)	-1	-1.0	-8	0	2	-3	0.1	-0.5	-1	-10
CCOc1ccccc1N1CC(C(=O)Nc2c(C)n(C)n(-c3ccccc3)c2=O)CC1=O (stereo not drawn)	-3	-0.4	-3	-1	4	-2	0.9	0.4	-1	-10
O=[N+]([O-])c1cccc(NC(=S)NCc2ccncc2)c1	-11	0.9	13	-3	-4	0	1.1	2.0	4	-4
Cn1c(CCNC(=O)c2ccco2)nc2cc(NS(=O)(=O)c3ccccc3)ccc21	10	-1.0	-8	-4	1	6	-0.9	-0.3	-1	-5
Clc1ccc(-c2nc3c4ccccc4ccn3c2Cc2ccccc2)cc1	-8	0.8	-12	6	-10	-1	-0.8	3.6	-2	x
OCCNCCCOc1cc(Cl)ccc1Cl	-1	-0.9	6	2	-14	-2	-0.1	0.3	-2	3
CCOC(=O)c1c(C)[nH]c(C(=O)COC(=O)CSCC(=O)N(CC)CC)c1C	0	-0.1	-3	0	3	-2	-0.1	0.1	-1	-4
CC(=O)c1ccc(N2CCN(S(=O)(=O)c3cn(C)c(C)n3)CC2)cc1	4	2.6	15	0	-9	-7	-0.4	-0.3	0	5
N=C1/C(=C\c2ccc(SCc3ccccc3)o2)C(=O)N=C2SC=NN12	-7	0.4	-25	5	-11	-5	-0.3	2.8	-3	-1
O=C(O)c1cccc(NC2=C(N3CCOCC3)C(=O)c3ccccc3C2=O)c1	-15	-0.7	9	-10	4	-8	-0.5	1.2	2	-2
COc1ccc(C2Nc3cccc4cccc(c34)N2)cc1Br	13	-0.1	11	-6	-6	-2	-0.3	5.7	11	9
O=C(NCc1ccccc1F)C1CCCN1C(=O)Nc1ccc(Cl)cc1 (stereo not drawn)	0	-0.4	-2	1	-8	-2	0.5	-0.5	-1	-10
O=C(O)c1cc(O)ccc1N=Nc1ccccc1	-15	4.6*	-2	-1	7	-2	-0.3	-1.0	-1	-11
NC(=O)CSc1nc2cc(Cl)ccc2c(=O)n1C1CCCCC1	4	1.3	0	-2	-4	-1	-0.4	0.3	0	-5
CCOC(=O)C1CCN(c2c(C(=O)c3ccccc3)cnc3ccc(Cl)cc23)CC1	-1	0.0	-20	-1	-1	-4	0.1	1.0	-2	-8
Cc1ccc(CN2CCCN(Cc3cc(C)ccc3C)S2(=O)=O)cc1	3	-0.4	-6	2	3	-1	-0.1	3.5	4	-10
O=Cc1cn(-c2ccccc2)nc1-c1ccc(F)cc1	0	12*	-3	-1	1	-2	0.1	2.4	1	-8
Cc1cc(NC(=O)C2CCCN(S(=O)(=O)c3cnc[nH]3)C2)ccc1Br (stereo not drawn)	0	0.1	1	-1	8	0	-0.5	0.7	-2	-3
COc1ccc(/C=N/Nc2nnc(C)n2N)cc1OC	-11	0.8	-1	-2	-2	9.0*	1.1	-0.6	-1	-10
CCCNC(=O)Cn1c2ccccc2c2nc(=O)cc(C)n21	4	0.2	11	-2	-2	0	-0.7	-1.0	4	-8
O=C(Cc1cn2ccsc2n1)Nc1ccccn1	-3	0.2	-3	1	-1	3	0.5	-1.4	-2	-13
Cn1c(SCc2c(F)cccc2Cl)nnc1-c1cccs1	0	-0.7	14	3	-8	-12	-1.2	-1.6	3	10
COc1ccc(-c2[nH]ncc2CN2CCCN(c3ccccc3)CC2)c(F)c1	-1	-1.7	-3	-2	0	-1	0.0	-1.9	3	-10
CCOC(=O)COc1ccccc1/C=C\[N+](=O)[O-]	6	x	2	22	5	-9	-0.3	-1.2	-1	-2
Cc1cccc(CN2CCN(c3ncccn3)CC2)c1	-1	-0.9	2	-1	-6	-5	-1.4	-1.6	1	6

4 of the compounds above, with values under each structure.
Each structure is followed by: SUMO1 PPI mod	MsrA inh	CendR NRP1 mod	DNMT1 inh	E coli Lon inh	MsrA act	TbMetRS inhib	LMPTP block	STEP inh	Scp-1 inhibitor
Clc1ccc(-c2nc3c4ccccc4ccn3c2Cc2ccccc2)cc1
    -8	0.8	-12	6	-10	-1	-0.8	3.6	-2	x
OCCNCCCOc1cc(Cl)ccc1Cl
    -1	-0.9	6	2	-14	-2	-0.1	0.3	-2	3
CCOC(=O)c1c(C)[nH]c(C(=O)COC(=O)CSCC(=O)N(CC)CC)c1C
    0	-0.1	-3	0	3	-2	-0.1	0.1	-1	-4
CC(=O)c1ccc(N2CCN(S(=O)(=O)c3cn(C)c(C)n3)CC2)cc1
    4	2.6	15	0	-9	-7	-0.4	-0.3	0	5

Other results
SMILES	SUMO1 PPI mod	MsrA inh	CendR NRP1 mod	DNMT1 inh	E coli Lon inh	MsrA act	TbMetRS inhib	LMPTP block	STEP inh	Scp-1 inhibitor
CC(CNC(=O)CCc1nnc(CCC2CCCCC2)o1)c1ccccc1 (stereo not drawn)	-4	-0.4	14	0	7	0	-0.5	4.1	4	1
CCn1cc(/C=C(\NC(=O)c2ccccc2OC)C(=O)N2CCN(C)CC2)c2ccccc21	-1	2.9	4	3	-4	-1	0.2	-0.8	2	-6
O=C(NCC(=O)N(Cc1ccccc1)C(C(=O)NCC1CCCO1)c1ccccc1)c1ccco1 (stereo not drawn)	1	0.1	5	0	0	-2	-0.4	-0.5	2	-5
COc1ccc(NC(=O)N(C)C[C@H]2Oc3c(NC(=O)Nc4c(C)noc4C)cccc3C(=O)N([C@H](C)CO)C[C@@H]2C)cc1	3	2.6	4	2	0	-7	-0.5	-1.3	-4	4
CSc1nnc(N(CCC#N)CCC#N)s1	2	-1.1	-13	0	-6	0	-0.5	1.5	-1	8
CCOC(=O)c1cccc(NC(=O)CN(c2ccc(OC)cc2)S(=O)(=O)c2c(C)noc2C)c1	4	0.2	-8	-14	10	-2	0.2	0.8	-1	-11
COc1cccc(C=C2SC(=S)NC2=O)c1	2	1.2	-34	0	-7	-3	0.3	-0.6	-5	5
O=C(c1cc(-c2ccco2)nc2ccccc12)N1CCCC(C(F)(F)F)C1 (stereo not drawn)	5	2.6	-21	66*	-14	3	-0.3	3.6	4	40
C[C@@H]1CN([C@H](C)CO)S(=O)(=O)c2ccc(Br)cc2O[C@H]1CN(C)C(=O)Cc1ccccn1	6	-1.0	10	0	-7	-2	0.1	-2.8	1	x
Cc1ccc(OCCOc2cccc(/C=N/NC(N)=O)c2)cc1	0	-0.7	5	7	1	0	-0.2	-2.1	1	-9
O=C(Nc1ccccc1)c1cc(C2CCCN(C(=O)c3ccccc3)C2)on1 (stereo not drawn)	1	-0.9	-10	5	1	-1	0.2	1.0	0	x

Bioassay records deposited in PubChem by several laboratories.
